# Cardio protect – cardioprotection against H2O2-induced cell death, primary screen, uHTS, H9c2 cells, ATPLite luminescence; H9c2 cardiomyocytes, H2O2 injury protection, 2 h; protection from H2O2 cell death, % at 20 µM; 0.63% of 360,000 active; AID 588492, 2011;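 active = compounds giving at least 50% protection of heart cells from peroxide-induced death in the single-dose screen, raw or plate-pattern-corrected value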;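 note: 0% = DMSO wells with peroxide and 100% = DMSO wells without peroxide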
# iPSC survival up – enhancers of single-cell hiPSC survival, primary screen, ATPlite luminescence; survival enhancement, % at 20 µM; 0.044% of 360,000 active; 100% = ROCK inhibitor wells, 0% = DMSO; AID 602274, 2012; in the data active = survival enhancement above about 18%;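 note: cells exposed to compounds for 16 hours before the ATP read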
# Glyco luc inh – increase of ERlucT glycosylation luciferase signal, primary screen, N-linked glycosylation inhibitor project, D54 ERlucT cells, luminescence, set 2 | D54 ERlucT glycosylation luciferase reporter, 24 h; percent of 100 nM tunicamycin response | reporter increase, % at 12.5 µM | 0.23% of 360,000 active;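 active = mean luciferase reporter signal, scaled so untreated is 0 and the glycosylation-blocking control 100, at or above a set limit in every replicate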;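 note: luciferase carries N-glycosylation sites so blocking glycosylation raises the light; 0% = median of neutral control wells and 100% = median of 100 nM tunicamycin wells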
# MC4R antag cAMP – MC4R antagonists of cAMP signaling, primary screen, cell-based, TR-FRET, antagonist arm of biased-ligand search; MC4R-expressing cells, MTII-stimulated cAMP, LANCE TR-FRET; inhibition, % at 6.5 µM; 0.48% of 360,000 active; AID 540295, 2011;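 active = inhibition above its plate's cutoff, the mean of tested wells on that plate plus 3 SD, cut at about 29% in these data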;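 note: 0% = Melanotan II alone and 100% = Melanotan II plus saturating MCL0020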
#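 Material – human MC4R-expressing U2OS cells · Repeats – no replicates · Detection – TR-FRET with Eu-cAMP and labeled anti-cAMP, 671 nm · Times – compound 30 min, challenge 1 h, detection 1 h · Compound – single nominal compound dose of 6.5 µM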
# ABHD5-PLIN5 inh – ABHD5-PLIN5 interaction inhibitors, primary screen, cell lysate, split luciferase complementation, luminescence; 0.78% of 360,000 active; Split G. princeps luciferase complementation, 4 h; inhibition, % at 4 µM; AID 602281, 2012; Perilipin-5 (Homo sapiens) + 1-acylglycerol-3-phosphate O-acyltransferase ABHD5 (Homo …;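 active = inhibition above the mean inhibition across every tested compound plus 3 SD, cut at about 22% in these data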;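 note: 0% = DMSO only wells and the 100% control is not disclosed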
# Target sequence (Q00G26 whole entry, looked up): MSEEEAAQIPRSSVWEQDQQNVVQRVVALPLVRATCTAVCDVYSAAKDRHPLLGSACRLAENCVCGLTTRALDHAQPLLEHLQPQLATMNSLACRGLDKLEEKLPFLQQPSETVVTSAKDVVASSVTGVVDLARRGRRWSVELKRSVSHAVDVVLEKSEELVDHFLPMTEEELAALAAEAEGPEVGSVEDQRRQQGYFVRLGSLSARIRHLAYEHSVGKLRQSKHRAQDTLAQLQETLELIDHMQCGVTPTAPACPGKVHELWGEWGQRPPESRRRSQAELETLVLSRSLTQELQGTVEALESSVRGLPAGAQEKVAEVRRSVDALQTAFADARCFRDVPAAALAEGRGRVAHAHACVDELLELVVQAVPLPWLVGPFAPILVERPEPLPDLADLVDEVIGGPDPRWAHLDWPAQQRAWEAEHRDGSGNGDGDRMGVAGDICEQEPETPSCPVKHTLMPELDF
# Target sequence (Q8WTS1 whole entry, looked up): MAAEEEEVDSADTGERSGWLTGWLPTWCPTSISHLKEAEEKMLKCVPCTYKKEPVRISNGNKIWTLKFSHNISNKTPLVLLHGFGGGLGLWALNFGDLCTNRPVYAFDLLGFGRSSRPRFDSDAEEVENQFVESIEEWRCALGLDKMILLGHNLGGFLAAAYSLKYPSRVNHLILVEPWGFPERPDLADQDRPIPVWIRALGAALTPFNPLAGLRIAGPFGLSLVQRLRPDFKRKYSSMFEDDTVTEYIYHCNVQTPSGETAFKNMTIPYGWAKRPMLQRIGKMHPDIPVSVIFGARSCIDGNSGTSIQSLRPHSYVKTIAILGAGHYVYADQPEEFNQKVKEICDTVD
# MC4R barr agon – MC4R agonists recruiting beta-arrestin, primary screen, cell-based, luminescence, agonist arm of biased-ligand search; Melanocortin receptor 4 (Homo sapiens), P32245; U2OS MC4R beta-arrestin complementation; percent of melanotan II response, DMSO zero; activation, % at 8.9 µM; 0.98% of 360,000 active; AID 540308, 2011;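 active = activation above a per-plate cutoff, the mean activation of sample wells on that plate plus 3 SD, cut at about 8% in these data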
# ABCB6 inh MLPCN – ABCB6 transporter inhibitors, primary screen, K562-ABCB6 cells, flow cytometry, MLPCN library. K562-ABCB6 porphyrin accumulation, 1 h; stronger effect = lower value. fluorescence ratio to DMSO, % at 10 µM. 0.19% of 360,000 active. AID 602162, 2011;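 active = fluorescence ratio to DMSO below 75%, the collection mean minus 3 SD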;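 note: signal is porphyrin accumulated inside mitochondria; 100% equals median channel fluorescence of DMSO control wells; lower ratio means ABCB6 inhibition with less porphyrin fluorescence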
# aDG glyco act – activators of alpha-DG glycosylation, primary screen, uHTS, Pro5-aDG cells, AlphaScreen. alpha-DG glycosylation AlphaScreen (IIH6); 0% Pro5, 100% B10-LARGE cell signal. activation, % at 10 µM. 0.22% of 360,000 active;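 active = activation of at least 8% versus controls, or a plate z-score of at least 8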;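 note: Pro5 are CHO cells carrying HIG-tagged alpha-DG that lacks glycosylation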
# m5-HT2A agonist – mouse Htr2a agonists via beta-arrestin recruitment, primary screen, cell-based, luminescence; CHO-K1 mHTR2A beta-arrestin complementation; percent of 30 µM serotonin response; activation, % at 7.6 µM; 0.66% of 360,000 active; AID 624169, 2012;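 active = activation above a run cutoff, the mean activation of all tested compounds plus 3 SD, cut at about 14% in these data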;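 note: 0% = plate median of compound wells and 100% = 30 µM serotonin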
# Exocytosis inh – LAMP-1 surface exposure blockers, TALL-104 cells – cell-based, flow cytometry, MLPCN library, primary screen. 0.66% of 360,000 active. AID 651702, 2012. inhibition, % at 10 µM. TALL-104 LAMP-1 surface exposure; cells stimulated with thapsigargin and PMA;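 active = inhibition above about 55%, limit read from the data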
# * hit, by the source's call; nt = no result given.
Compound	Cardio protect	iPSC survival up	Glyco luc inh	MC4R antag cAMP	ABHD5-PLIN5 inh	MC4R barr agon	ABCB6 inh MLPCN	aDG glyco act	m5-HT2A agonist	Exocytosis inh
Cc1cc([N+](=O)[O-])ccc1Nc1nc2ccccc2n2cnnc12	41	-0.2	23	-8	1	-0.4	98	-0.2	-1	-1
O=C(Cn1c(-c2ccccc2)c[n+]2ccsc12)c1ccccc1	-9	-0.3	1	1	1	0.0	104	-0.2	-4	-2
Cc1ccc([C@@H]2[C@@H]3C(=O)N(C)C(=O)[C@@H]3[C@]3(Cc4ccccc4)C(=O)N(Cc4ccccc4)CC(=O)N23)o1	1	-3.0	0	-1	3	-1.0	102	-0.2	-2	-13
Cc1nnc(NC(=O)C2CCCN(c3ncccn3)C2)s1 (stereo unspecified)	-2	4.3	1	7	-3	2.0	95	-0.3	4	0
Cc1cc(C)n(CCCNC(=O)CCNS(=O)(=O)c2ccccc2C(F)(F)F)n1	4	0.6	1	1	0	-2.5	99	-0.2	-4	-6
Cn1nnnc1SCC(=O)N1c2ccccc2CCc2ccccc21	4	-2.0	-1	-3	3	-1.9	102	0.0	-3	6
Cn1nc(-c2ccccn2)nc2c(=O)n(C)c(=O)nc1-2	-16	-0.2	-23	-49	14	6.5	106	-0.1	13	31
COC(=O)c1ccc(C(=O)OC)c(NC(=O)CSc2nc(-c3ccco3)cc(C(F)(F)F)n2)c1	7	-0.9	-3	1	1	-1.0	104	-0.2	3	-7
Cc1[nH]c(=O)c(C#N)c(C)c1Cl	5	-0.2	2	13	-5	-1.1	104	-0.1	-3	2
CCN(CC)CCNC(=O)c1cn(CC)c2ccc(S(=O)(=O)N3CCc4ccccc4C3)cc2c1=O	5	-0.5	-6	9	-3	-1.4	102	0.2	0	5
O=C(CS(=O)CC(=O)Nc1cccnc1)Nc1ccc(F)cc1 (stereo unspecified)	-1	-0.4	1	11	-5	0.6	174	0.0	7	-22
COc1ccc(CN2CCC(n3nccc3NC(=O)C3CC3)CC2)c(Cl)c1OC	-3	-0.4	nt	1	-4	0.8	105	0.1	1	-1
O=C(COC(=O)C12CC3CC(CC(C3)C1)C2)NCCCc1ccccc1	0	-0.8	-2	5	-3	-1.2	106	0.0	-4	0
O=C(CN(Cc1ccc(Cl)cc1)C(=O)c1csnn1)NCc1ccc(F)cc1	-4	0.4	-3	6	-3	-0.5	95	0.0	0	13
Cc1cc(NC(=O)CSc2nc3ccsc3c(=O)n2NC(=O)c2ccccc2)no1	0	1.6	-1	-1	0	-1.6	103	-0.4	-1	5
Cc1cc(C)cc(C(=O)N2CC(C)SC2=Nc2cccc(S(=O)(=O)N(C)C)c2)c1 (stereo unspecified)	-7	-0.3	-1	-2	5	-1.3	95	-0.3	2	-9
CC(C)=CCc1c(O)cc2c(=O)c3ccc(O)cc3oc2c1O	9	0.4	-3	-25	-1	1.1	95	-0.1	-5	2
COc1ccc(C(=O)CSC#N)cc1OC	-6	-0.8	26*	-15	-19	-2.0	96	-0.6	-3	8
O=C(NCCS(=O)(=O)NCc1ccc(Cl)cc1)c1ccccc1	0	-0.4	3	7	-6	3.1	100	-0.2	-9	27
COC(=O)[C@@H]1C[C@H]2CC[C@H](O)C[C@H]2N1Cc1ccc(N2CCN(C)CC2)cc1	5	-2.9	-1	2	-8	-0.3	99	-0.1	-1	-5
Cc1cccc(C(=O)N2CCCC(N3CCN(c4ccccc4F)CC3)C2)n1 (stereo unspecified)	-2	-0.3	1	8	9	-3.9	108	-0.2	1	-2
COC(=O)C(C(=O)Nc1cc(C)on1)C1CCCCCC1 (stereo unspecified)	1	-0.3	2	5	3	1.4	98	0.0	0	4
CNC(=O)c1[nH]cnc1C(=O)N[C@@H](Cc1ccccc1)C(=O)OC(C)(C)C	9	-1.0	3	9	-8	-2.4	79	-0.2	2	-4
CCn1c(SCC(=O)Nc2ccc(OC)cc2)nnc1-c1ccco1	12	1.4	1	5	0	-1.2	90	0.2	-1	-4
COc1ccc(-c2noc(CCC(=O)NCc3cccnc3)n2)cc1OC	3	-1.8	0	-1	-7	1.3	106	0.1	-3	2
COC(=O)C1=C(C(=O)OC)[C@@H]2N(C)c3ccccc3[C@@]23C[C@@H](C(=O)OC)N(C(=O)COCc2ccccc2)C3=N1	-3	8.0	7	-1	1	0.6	94	0.8	-5	-2
COCCNC(=S)N/N=C(\C)c1ccc2cc(OC)ccc2c1	-10	-1.4	-3	22	4	0.1	100	3.2	-1	1
COc1ccc(/C=C2/S/C(=N/N=C3\CC4CCC3(C)C4(C)C)NC2=O)cc1 (stereo unspecified)	-8	-0.2	2	0	6	-0.9	111	0.0	-3	-21
COc1cccc(C(=O)N2CCN(C(=O)C3CC3)CC2)c1	6	-0.5	-1	-3	-6	0.3	96	0.0	0	-5
CC1CCCCC1NCC#CCOc1ccc(Cl)cc1 (stereo unspecified)	2	-0.5	2	12	0	0.6	102	1.5	-3	3
Cn1c(Cc2ccccc2)nc(=O)c2ccccc21	0	1.2	3	-11	3	0.7	102	-0.4	-1	-2
O=S(=O)(Nc1cccc(S(=O)(=O)N2CCCC2)c1)c1ccccc1F	6	-0.4	0	-6	7	-3.9	102	0.2	-2	-1
O=C(C[n+]1cc(Br)cc2ccccc21)c1ccc(F)cc1	-10	0.0	4	-5	8	0.0	115	-0.1	-6	5
COc1ccc(Br)c(C(=O)N2CCN(S(=O)(=O)c3cccs3)CC2)c1	6	0.2	0	8	-1	-0.8	97	-0.1	0	-2
Cc1cc(C)c2c(c1)C1(OCCO1)C(=O)N2	0	0.1	4	9	5	0.4	97	-0.1	5	19
Cc1cc(NC(=O)CCC(=O)N(CC(=O)NCC2CCCO2)c2ccc(F)c(Cl)c2)no1 (stereo unspecified)	6	-0.6	-5	5	2	-0.3	96	-0.1	1	22
O=C(Nc1ccccc1C(=O)NCC1CCCO1)c1ccccc1F (stereo unspecified)	2	-0.1	2	18	0	-1.9	89	0.2	0	0
CCCCNC(=O)N(c1c(N)n(Cc2ccccc2)c(=O)[nH]c1=O)C1CCCC1	8	-1.5	1	10	-3	1.6	92	0.6	13	-2
Cc1ccccc1S(=O)c1ccccc1C(=O)O (stereo unspecified)	5	0.1	2	4	7	0.5	90	0.0	-1	-3
CC(=O)Nc1ccc(/C(C)=N/NC(=O)c2ccccc2Cl)cc1	3	0.4	2	-11	-5	2.9	102	-0.1	2	6
C/C(=N\NC(=O)c1cccc(Br)c1)c1cccnc1	2	1.0	0	-6	-9	-3.2	96	-0.2	-5	1
COc1ccc(S(=O)(=O)N(CC(=O)N2CCN(c3ccccc3)CC2)c2ccccc2)cc1	0	7.9	-1	9	-1	1.1	102	0.1	-1	0
O=C(NCC1CCCO1)c1cc(-c2ccc(F)cc2)no1 (stereo unspecified)	-2	-0.5	25	15	-2	1.2	103	-0.3	-2	0
CCOC(=O)c1ccc(N2Cc3ccccc3C2=N)cc1	5	-3.6	1	7	-4	0.8	86	-0.1	-1	-2
NC(=O)CN1CCCN(S(=O)(=O)c2ccc(Br)cc2)CC1	-3	1.3	0	-2	-6	-0.4	94	-0.2	-2	-2
CN(Cc1ccccc1)S(=O)(=O)c1ccc(NS(=O)(=O)Cc2ccccc2)cc1	-4	0.3	-1	2	-6	0.8	90	0.0	-8	3
COc1ccc(Cn2nnnc2C(c2ccccc2)N2CCN(C3CCCC3)CC2)cc1 (stereo unspecified)	4	-4.9	-4	2	2	0.3	100	-0.2	-2	5
CCc1ccc(NC(=O)CSc2nc(N)c(NC(=O)c3ccc(F)c(F)c3)c(=O)[nH]2)cc1	0	-0.2	2	3	-1	-0.5	100	0.1	4	1
CN1/C(=C\C(=O)Nc2cccnc2)c2ccccc2CC1(C)C	-5	8.5	0	-6	0	-0.5	99	-0.1	4	14
CC(Oc1cccc(F)c1)c1ccnc2nc(/N=C/N(C)C)nn12 (stereo unspecified)	1	2.5	1	13	2	-0.4	100	0.2	1	-6
O=C(CSc1nnc(-c2ccccn2)o1)Nc1ccccc1F	5	-0.4	-10	1	3	-1.4	100	0.0	4	2
O=C(NNS(=O)(=O)c1ccc(F)cc1)c1ccc(O)cc1	4	-0.2	1	1	8	-2.5	100	-0.1	0	12
O=C(Nc1cccc(N2C(=O)C3C4C=CC(C4)C3C2=O)c1)c1cccs1 (stereo unspecified)	-4	-0.7	-1	1	-2	-1.4	88	0.2	-4	-11
CCC(C)NC(=O)C1CCN(S(=O)(=O)N2CCC3(CC2)OCCO3)CC1 (stereo unspecified)	10	-0.5	4	19	1	-2.5	89	0.7	-3	12
O=C(NCCN1CCC(n2c(=O)[nH]c3ccccc32)CC1)c1ccc(F)c(C(F)(F)F)c1	nt	-0.7	nt	nt	-4	nt	116	0.2	-4	2
COc1ccccc1C/C(N)=N/OC(=O)COc1ccc2ccccc2c1	-2	2.9	2	14	2	-1.9	103	0.1	-3	6
O=C(c1nc2ccc(Cl)cn2c1CN1CCCC1)N1CCc2ccccc2C1	-2	-0.7	0	12	4	-0.6	95	0.7	7	1
NC1=NC(=O)NC1(c1ccccc1)c1ccccc1	1	1.5	2	4	4	-0.1	96	0.0	0	6
COc1ccccc1NS(=O)(=O)c1cc(C(=O)NCC(c2ccco2)N2CCCCC2)ccc1C (stereo unspecified)	-6	-0.4	2	3	3	1.0	80	0.1	-7	10
COc1cc(/C=C/C(=O)OCC(=O)NCCc2ccc(F)cc2)ccc1OC(F)F	-1	-0.7	0	11	-4	10*	102	-0.2	1	-3
O=C(COc1ccc(Cl)cc1)N1CCCCC1	-4	-2.5	-1	10	-2	-1.5	94	0.1	-1	1
Cc1ccc(S(=O)(=O)Nc2c(C)nn(C)c2C)cc1C	-6	-0.4	0	15	-3	-1.1	95	0.0	-2	1

# Compound activity: PubChem, several laboratories
